High-throughput results: PubChem BioAssay, National Center for Advancing Translational Sciences (NCATS)
RXFP1 antagonist = qHTS Assay for Antagonists of the Relaxin Receptor RXFP1; Relaxin receptor 1 (Homo sapiens), Q9HBX9; HEK293-RXFP1, relaxin-stimulated cAMP HTRF, 30 min; hits give low values; activity change, negative = inhibition, % at 57.5 µM; 350,000 compounds, 0.59% hits; AID 1259400, 2018;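 active = activity change of -60% or lower, but not beyond a set lower limit; inconclusive = change between -60% and -40%, or beyond the set limit; inactive = change above -40%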; also: % is scaled to controls: 0 for no effect and ±100 for the full control effect
D2 agonist = HTS Assay for Allosteric Agonists of the Human D2 Dopamine Receptor: Primary Screen for Agonists; D(2) dopamine receptor (Homo sapiens), P14416; HEK293 T-REx D2 cells, calcium flux agonist mode; activation, % at 2 µM; 340,000 compounds, 0.53% hits; AID 485358, 2010;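 active = activation over 3 SD above normal in the single-dose calcium agonist read, cut at about 30% in these data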; also: 0% is about no effect
Target sequence (P14416 whole entry, looked up): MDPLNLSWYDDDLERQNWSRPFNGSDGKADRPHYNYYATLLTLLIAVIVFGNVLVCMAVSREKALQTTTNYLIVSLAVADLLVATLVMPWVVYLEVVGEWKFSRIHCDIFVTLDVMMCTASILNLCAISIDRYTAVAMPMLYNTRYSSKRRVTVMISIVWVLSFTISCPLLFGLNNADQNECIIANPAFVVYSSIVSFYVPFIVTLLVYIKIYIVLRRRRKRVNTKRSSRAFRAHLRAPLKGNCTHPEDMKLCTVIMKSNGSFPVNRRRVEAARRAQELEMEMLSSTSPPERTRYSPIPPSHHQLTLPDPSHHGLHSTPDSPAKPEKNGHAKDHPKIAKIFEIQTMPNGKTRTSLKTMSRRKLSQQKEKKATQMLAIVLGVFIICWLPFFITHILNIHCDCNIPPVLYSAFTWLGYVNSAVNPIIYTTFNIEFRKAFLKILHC
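Tetracycline-induced HEK293 Trex cells with D2 receptor force-coupled to calcium signaling, plated overnight at 30 C and loaded with no-wash calcium dye. Calcium flux read kinetically for 180 s after compound addition; responses flag agonists.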
D1 agonist = Allosteric Agonists of the Human D1 Dopamine Receptor: qHTS | D(1A) dopamine receptor (Homo sapiens), P21728 | HEK293 T-REx D1 cells, calcium flux, agonist mode | activation, % at 2 µM | 360,000 compounds, 1% hits | AID 504660, 2011; in the data active = activation above about 30%; also: 0% is about no effect
Target sequence (P21728 whole entry, looked up): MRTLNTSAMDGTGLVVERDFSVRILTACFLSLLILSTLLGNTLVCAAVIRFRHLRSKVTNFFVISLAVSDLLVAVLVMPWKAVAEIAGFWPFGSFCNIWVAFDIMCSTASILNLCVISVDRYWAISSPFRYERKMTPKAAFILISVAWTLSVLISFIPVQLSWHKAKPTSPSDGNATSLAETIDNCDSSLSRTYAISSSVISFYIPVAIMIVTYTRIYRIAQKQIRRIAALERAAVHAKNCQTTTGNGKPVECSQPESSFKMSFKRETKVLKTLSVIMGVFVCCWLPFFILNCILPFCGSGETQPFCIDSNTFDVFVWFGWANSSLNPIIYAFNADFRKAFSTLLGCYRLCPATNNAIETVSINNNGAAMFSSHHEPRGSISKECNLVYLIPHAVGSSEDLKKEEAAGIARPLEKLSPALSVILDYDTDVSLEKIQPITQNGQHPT
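Agonism was scored from calcium flux recorded over 180 s (1 read/s) after pintool compound addition, following a 10-cycle baseline. Cells were inducible force-coupled HEK293 TREx D1, plated overnight at 30 C and loaded with no-wash calcium dye.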
D2 antag = HTS Assay for Allosteric Antagonists of the Human D2 Dopamine Receptor: Primary Screen for Antagonists; inhibition, % at 10 µM; 340,000 compounds, 2% hits; HEK293 TREx D2 cells, calcium flux, dopamine EC80; AID 485344, 2010; in the data active = inhibition above about 30%; also: 0% is about no effect
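Compounds are added to dye-loaded, induced HEK293 T-REx cells coupled to calcium release via D2; after a 3 min kinetic read an EC80 dopamine stimulus is given and fluorescence is recorded for 3 more min.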
D2 PAM = HTS Assay for Positive Allosteric Modulators of the Human D2 Dopamine Receptor: Primary Screen for Potentiators; HEK293 T-REx D2, calcium flux, EC20 dopamine potentiation; potentiation, % at 10 µM; 340,000 compounds, 0.34% hits; AID 485347, 2010;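 active = potentiation over 3 SD above the plate norm, cut at about 30% in these data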; also: 0% is about no effect
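Potentiation of an EC20 dopamine calcium response is measured in a force-coupled, tetracycline-inducible Hek293 Trex D2 line. Compound-only kinetic reads over 180 s flag agonists before dopamine addition.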
D1 antag = Antagonist of Human D 1 Dopamine Receptor: qHTS. D(1A) dopamine receptor (Homo sapiens), P21728. HEK293 TREx D1 cells, calcium flux, dopamine EC80; hits give low values. activity change, negative = inhibition, % at 10 µM. 360,000 compounds, 3.2% hits. AID 504652, 2011; in the data active = activity change below about -30%; also: % is scaled to controls: 0 for no effect and ±100 for the full control effect
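Tetracycline-induced HEK293 T-REx cells with force-coupled D1 receptor were loaded with a no-wash calcium dye. Compound was added after a 10 s baseline and read kinetically for 180 s; EC80 dopamine was then added and calcium flux followed another 180 s.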
RXFP1 ag = qHTS Assay for Agonists of the Relaxin Receptor RXFP1. 370,000 compounds, 0.3% hits. HEK293T-RXFP1 cAMP TR-FRET, 30 min; response scale: percent of porcine relaxin response, buffer zero. Potency, µM (top dose mostly 57.5 µM), without a hit: top-dose activation, hits mostly activators; active = well fitted activation curve with a large enough effect; inconclusive = small, poorly fitted or top-dose-only effect; also: potency is read from the fitted curve at half-maximal effect; % is scaled to controls: 0 for no effect and ±100 for the full control effect; nearly all actives have a fitted effect of over 60% in size; many of its hits are not listed in these tables
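cAMP rise read by TR-FRET after 30 min, 37C compound exposure (up to 58 uM) in RXFP1-transfected HEK293 cells with Ro 20174 present. EC50 from Hill-equation fits, with 29 nM porcine relaxin as 100% and buffer as basal.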
TRHR enhancer = qHTS for Small Molecule Agonists and Allosteric Enhancers of Human TRH Receptor: Primary Screen for Enhancers | AID 493056, 2011 | 360,000 compounds, 0.66% hits | enhancement, % at 2 µM | TRHR cells, fluo-8 calcium fluorescence, EC20 TRH enhancement; in the data active = enhancement above about 30%; also: 0% is about no effect
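TRHR-expressing cells loaded with fluo-8 calcium dye were read kinetically (ex 480/em 530) during compound addition, then stimulated with an EC20 of TRH (10 nM final). Enhancement of the Gq-mediated intracellular calcium response was scored.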
D1 potentiator = Potentiators of Human D1 Dopamine Receptor: qHTS; D(1A) dopamine receptor (Homo sapiens), P21728; HEK293 TREx D1 cells, calcium flux, dopamine EC20 potentiation; potentiation, % at 10 µM; 360,000 compounds, 0.036% hits; AID 504651, 2011; in the data active = potentiation above about 30%; also: 0% is about no effect
* marks the source's active call; other numbers are inactive results; ? = inconclusive; . = not tested or not shown; & = joins results of further samples. This is a subset (hit frequency here may not be typical).

SMILES | RXFP1 antagonist | D2 agonist | D1 agonist | D2 antag | D2 PAM | D1 antag | RXFP1 ag | TRHR enhancer | D1 potentiator
CCN(C(=O)COC(=O)c1cncc(Br)c1)C1CCS(=O)(=O)C1 (stereo not given) | 3.6 | -0.1 | 0.4 | 3.1 | -1.0 | 9.6 | 2.9% | -7.3 | -6.7
CNC(=S)N/N=C1\CC(c2ccccc2)Oc2ccccc21 (stereo not given) | -16.7 | -2.0 | -3.2 | -12.6 | -3.9 | . | -4.7% | -3.2 | 8.6
O=C(C1Cc2ccccc2CN1S(=O)(=O)c1ccc(F)cc1)N1CCOCC1 (stereo not given) | 13.4 | -0.6 | 3.1 | -51.6 | 0.9 | 9.7 | 1.1% | -3.9 | -0.6
CCCCC(CCC(=O)O)(C(=O)OCC)c1csc(Nc2ccc(OCC)cc2)n1 (stereo not given) | 10.4 | -1.2 | 3.0 | -3.0 | -2.9 | -19.6 | 4.8% | -2.2 | 1.6
COc1ccccc1CCNC(=O)C(=O)NCC1OCCN1S(=O)(=O)c1cccs1 (stereo not given) | -1.9 | 0.1 | 5.0 | 24.9 | 1.9 | 7.2 | 0.5% | -5.7 | -5.7
COc1ccc(NC(=O)CSc2n[nH]c(CNc3cccc(C)c3)n2)cc1 | -4.3 | 0.6 | 0.6 | -14.6 | -21.6 | -1.8 | 0.0% | -0.4 | -5.6
O=C(Nc1ncc2c(n1)-c1ccccc1OC2)c1ccc(F)cc1 | -15.8 | -1.0 | 1.0 | -22.0 | -13.1 | 1.4 | 4.3% | -5.7 | 0.5
CN(Cc1cnn(C)c1)C(=O)c1cc2ccccc2oc1=O | -5.2 | 0.4 | -2.8 | -5.4 | -6.4 | 15.6 | 1.7% | 1.0 | 2.4
CCCCNS(=O)(=O)c1ccc2nc(SCC(=O)Nc3ccccc3Cl)[nH]c2c1 | -3.6 | -0.8 | 7.6 | 16.9 | -0.3 | 4.4 | 0.5% | 2.0 | 3.0
CS(=O)(=O)N(CC(=O)N1CCCCC1)Cc1ccc(Cl)cc1 | -17.1 | . | 3.3 | . | . | 5.9 | 0.2% | -0.2 | -3.1

As a working copy, part of the list above:
SMILES | RXFP1 antagonist | D2 agonist | D1 agonist | D2 antag | D2 PAM | D1 antag | RXFP1 ag | TRHR enhancer | D1 potentiator
CN(Cc1cnn(C)c1)C(=O)c1cc2ccccc2oc1=O | -5.2 | 0.4 | -2.8 | -5.4 | -6.4 | 15.6 | 1.7% | 1.0 | 2.4
CCCCNS(=O)(=O)c1ccc2nc(SCC(=O)Nc3ccccc3Cl)[nH]c2c1 | -3.6 | -0.8 | 7.6 | 16.9 | -0.3 | 4.4 | 0.5% | 2.0 | 3.0
CS(=O)(=O)N(CC(=O)N1CCCCC1)Cc1ccc(Cl)cc1 | -17.1 | . | 3.3 | . | . | 5.9 | 0.2% | -0.2 | -3.1

The listing continues.
SMILES | RXFP1 antagonist | D2 agonist | D1 agonist | D2 antag | D2 PAM | D1 antag | RXFP1 ag | TRHR enhancer | D1 potentiator
COc1ccc(C)cc1S(=O)(=O)N1CCC(C(=O)N2CCOCC2)CC1 | -17.0 | 1.0 | -0.7 | 4.0 | -1.1 | 5.3 | -0.4% | 9.3 | 4.0
CCCCn1c(=O)c(C(C)=O)c(O)c2ccccc21 | 4.6 | 0.7 | 0.6 | -10.8 | 2.7 | 8.4 | 3.9% | -3.3 | 14.4
COc1ccc(CNC(=O)CN2N=C(c3ccc(Cl)cc3)CCC2=O)cc1 | -15.0 | -1.0 | -3.2 | . | -3.5 | 15.3 | 0.6% | -17.7 | -1.9
Cc1ccc(-c2ccc(CCC(=O)O)n2-c2cccc(C(=O)O)c2)cc1 | 3.4 | -0.8 | 3.1 | -6.3 | 10.2 | 4.6 | 1.4% | -2.7 | -6.7
Cc1cccc(OCC(=O)NCc2n[nH]c(=O)c3ccccc23)c1 | -4.8 | -0.4 | 1.1 | . | 9.2 | -0.6 | -1.0% | 5.3 | -0.8
CC(C)c1nnc(NC(=O)CSc2nc3ccccc3s2)s1 | -5.2 | -0.7 | 2.6 | 7.2 | 4.4 | 1.2 | 1.7% | -5.5 | 2.3
Cc1ccc2[nH]c(=O)c(CN(C)C(=O)c3ccccn3)cc2c1 | -8.7 | -0.9 | -1.0 | -10.0 | 3.0 | -6.9 | 1.6% | -5.4 | -4.2
COCCCNC(=O)CN1C(=O)/C(=C/c2ccccc2)Sc2ccccc21 | -5.4 | -1.0 | 0.3 | 3.3 | -7.5 | -26.3 | 0.0% | -6.4 | -6.7
CCN(CC)S(=O)(=O)c1ccc(C(=O)NCCN2C(=O)S/C(=C\c3cccnc3)C2=O)cc1 | 7.0 | 0.2 | -0.9 | -3.8 | 7.2 | -11.5 | ? | -2.7 | -5.3
O=C(NC(=O)c1ccccc1)Nc1ccccc1O | 1.2 | 2.2 | 11.8 | 40.0* | 2.4 | 8.5 | -0.2% | -6.9 | -8.7
CN(C)CCCNC(=O)C(=O)Nc1ccc2c(c1)N(S(=O)(=O)c1cccs1)CCC2 | -12.4 | 0.5 | 4.8 | 9.7 | 3.4 | 7.5 | 0.1% | 29.4 | -5.2
O=S(=O)(Nc1ccc2c(c1)OCO2)c1ccccc1 | -11.3 | 0.8 | -2.4 | 8.5 | -1.2 | . | -0.1% | -7.1 | -1.9
O=C(CCCN1C(=O)/C(=C/c2cccs2)SC1=S)Nc1ccc(O)cc1 | -18.7 | 0.3 | 3.9 | 21.0 | 4.0 | -17.6 | -0.1% | 25.3 | -7.3
Cn1cc(Br)c(NC(=O)/C=C/C(=O)O)n1 | -0.8 | 0.9 | 2.9 | 6.6 | 8.1 | -3.8 | -1.7% | -4.6 | -4.8
COc1ccccc1NC(=O)Nc1ccnn1C1CCN(C(=O)c2cccnc2)CC1 | 5.7 | 0.1 | 3.1 | -22.6 | -2.6 | 4.0 | -0.4% | -3.4 | 5.2
CCOC(=O)CCC(=O)N1CCNC(=O)C1 | . | 1.3 | 3.5 | 2.7 | 3.6 | 9.0 | 1.1% | -5.0 | -6.0
COc1ccc(S(=O)(=O)Nc2c(C)n(C)n(-c3ccccc3)c2=O)cc1Br | 0.6&-5.0 | 0.0&-0.2 | 2.6&-1.4 | -3.3 | 0.5&-3.9 | -5.1&-5.2 | 0.0%&0.5% | -1.8&4.2 | 12.1&-2.0
Cc1cc(Br)ccc1OCC(=O)N1CCCCCC1 | 3.9 | 0.5 | 1.7 | -5.3 | 0.0 | 15.0 | -1.2% | 9.7 | -0.5
Oc1ccc(Br)cc1/C=N/Nc1ccccn1 | 5.9 | -0.5 | 1.1 | -1.0 | 21.6 | -8.5 | -1.8% | -1.2 | -9.3
CCCc1[nH]nc2c1C(Cc1ccccc1)C(C#N)=C(N)O2 (stereo not given) | -3.5 | 0.7 | 0.0 | -1.5 | -4.5 | -8.0 | 0.2% | 3.1 | -2.8
Cc1ccc(NC(=O)CN(C)CC(=O)N(C)Cc2ccccc2)cc1 | -0.6 | -0.7 | 1.1 | -2.3 | -3.9 | -14.5 | 0.7% | -2.7 | -5.2
COCCn1ccc2c(OCC(=O)NCc3ccc(F)cc3)cccc2c1=O | . | 0.7 | -2.2 | . | -1.8 | . | 0.1% | -2.4 | -2.0
COC(=O)c1sc(-c2ccc(C(C)(C)C)cc2)cc1NC(=O)COCC(=O)O | -9.9 | -0.1 | 58.4* | -36.1 | -21.2 | -39.3* | 0.0% | -24.3 | -3.9
O=C(CSc1ncccn1)N1CCN(Cc2ccccc2)CC1 | 4.8 | 3.4 | 0.2 | 0.6 | -2.3 | -15.8 | 0.3% | 1.7 | -6.4
CCOc1ccc2ccccc2c1CNc1nnnn1CC | -3.8 | 0.1 | -2.2 | 9.6 | -3.2 | . | 0.0% | 6.3 | -4.2
Cn1c(C(=O)N2CCN(C(=O)c3ccco3)CC2)cc2c(=O)n3ccccc3nc21 | 34.4 | -2.0 | 0.2 | -11.4 | 16.5 | -2.8 | 22.4% | -4.1 | -1.5
O=C(c1cccc(S(=O)(=O)Nc2ccccc2Cl)c1)N1CCN(C(=O)c2ccco2)CC1 | 17.0 | . | 2.0 | . | 3.3 | 0.2 | 6.2% | 2.9 | -6.3
CCn1c(CN2CCCCCC2=O)nnc1SCc1cnc(-c2ccccc2)s1 | 2.6 | -0.8 | 0.9 | 15.1 | 1.8 | -7.2 | 4.1% | -1.7 | -8.7
CCC(O)CNC(=O)NC(=C(Cl)Cl)c1ccc(C)c(F)c1 (stereo not given) | 1.8 | 0.2 | 2.6 | -1.9 | -3.3 | 15.0 | -0.1% | -5.7 | -5.4
Cc1ccc(CC2SC(=Nc3ccccc3)N(c3ccccc3)C2=O)cc1 (stereo not given) | -23.8 | -1.1 | 2.8 | 6.5 | 6.7 | -1.6 | -0.3% | -1.7 | -10.1
Cc1ccc(-c2ccc(S(=O)(=O)N3CCCC3)cc2)cc1 | -18.9 | 0.3 | 0.4 | 21.3 | -11.8 | 0.6 | 0.2% | 0.3 | 3.0
COc1ccc(C2=CSC3=NCCN23)cc1 | -0.2 | 0.7 | 0.0 | 3.0 | -1.4 | 6.1 | -1.1% | 4.7 | 0.5
CCOc1ccc(/C=C2/SC(=S)N(C(C(=O)O)c3ccccc3)C2=O)cc1OCC (stereo not given) | -4.9 | -0.5 | 4.5 | -3.8 | 4.8 | 6.0 | 1.1% | -2.8 | -3.5

Some of these compounds in order of the D1 agonist value, high to low:
Molecule	RXFP1 antagonist	D1 agonist	D2 antag	D2 PAM	D1 antag	RXFP1 ag	TRHR enhancer	D1 potentiator
CCOc1ccc(/C=C2/SC(=S)N(C(C(=O)O)c3ccccc3)C2=O)cc1OCC (stereo not given)	-4.9	4.5	-3.8	4.8	6.0	1.1%	-2.8	-3.5
CCn1c(CN2CCCCCC2=O)nnc1SCc1cnc(-c2ccccc2)s1	2.6	0.9	15.1	1.8	-7.2	4.1%	-1.7	-8.7
COc1ccc(C2=CSC3=NCCN23)cc1	-0.2	0.0	3.0	-1.4	6.1	-1.1%	4.7	0.5
